Screening results: PubChem, Institute for Biomedicine and Glycomics
anti-Giardia: anti-Giardia activity of synthetic compounds – Compounds Australia Scaffold Library subset, 24/48 h, primary screen (AID 1794835); stronger effect = higher value; inhibition, % at 10 µM; actives 2% (n = 2,500); in the data active = inhibition mostly above about 45%, no sharp cut-off; inactive = mostly below about 37%;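 also: 0% = parasite counts in DMSO vehicle wells; trophozoite growth inhibition read by imaging counts at 24 h; calls made by hand needing about 50% inhibition in two separate runs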
Calls only; i = inactive. Some of the compounds tested; the hit share may differ from the screen's.

SMILES | anti-Giardia
CCc1nnc(-c2cn(CC(=O)NCc3ccc(SC)cc3)c3ccccc23)o1 | i
